# Assay outcomes (PubChem BioAssay)
# NTR1 ag: NTR1-driven beta-arrestin-GFP spot formation – imaging, U2OS cells, high content, primary screen (AID 493036). activation, % at 20 µM. actives 0.17% (n = 330,000). agonist mode. P30989;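 active means activation at or above 40% of the spot to cytoplasm intensity ratio, with at least 20 cells analyzed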;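 further: 0% = DMSO without peptide and 100% = 100 nM NTR1 peptide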
# Target sequence (P30989 whole entry, looked up): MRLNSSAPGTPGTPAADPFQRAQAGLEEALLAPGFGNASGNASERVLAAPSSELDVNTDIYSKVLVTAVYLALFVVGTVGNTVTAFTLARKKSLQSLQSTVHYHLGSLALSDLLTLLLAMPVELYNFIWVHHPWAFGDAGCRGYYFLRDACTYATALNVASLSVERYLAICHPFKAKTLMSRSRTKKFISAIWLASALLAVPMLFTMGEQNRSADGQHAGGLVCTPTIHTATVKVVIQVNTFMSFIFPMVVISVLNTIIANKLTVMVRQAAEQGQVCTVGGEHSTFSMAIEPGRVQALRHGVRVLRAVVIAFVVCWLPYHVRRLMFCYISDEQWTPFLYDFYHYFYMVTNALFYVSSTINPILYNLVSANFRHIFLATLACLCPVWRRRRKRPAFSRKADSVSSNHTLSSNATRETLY
# NOD1 inhibition: inhibition of NOD1-driven NF-kB reporter – cell-based, luminescence, uHTS, primary screen (AID 1578). NOD1-driven NF-kB luciferase reporter cells, luminescence; higher % means a stronger effect. one-dose inhibition, % at 4 µM; EC50 in µM for titrated hits. actives 1% (n = 290,000); in the data active means inhibition mostly above about 36%, no sharp cut-off; inactive means mostly below about 34%;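 further: HEK-293T reporter cells stimulated with the NOD1 agonist gamma-tri-DAP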
# GPR55 activation: GPR55 agonists via beta-arrestin recruitment, primary screen, imaging, U2OS cells, beta-arrestin-GFP redistribution (AID 1961); actives 0.048% (n = 290,000); U2OS GPR55 beta-arrestin-GFP redistribution imaging; higher % means a stronger effect; one-dose activation, % at 10 µM; EC50 in µM for titrated hits;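 active means activation above 40% with more than 50 cells counted in the well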;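 further: U2OS osteosarcoma cells stably expressing GPR55 and beta-arrestin-GFP; plate controls were DMSO negative control for no effect and LPI positive control for full effect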
# GPR55 antagonists: GPR55 antagonists blocking LPI-driven arrestin recruitment, primary screen, imaging, U2OS, beta-arrestin-GFP, LPI agonist (AID 2013); U2OS GPR55 beta-arrestin-GFP translocation imaging, LPI antagonism; higher % means a stronger effect; actives 0.13% (n = 290,000); inhibition, % at 10 µM, or IC50 in µM where a hit was titrated;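 active means spots per cell inhibited over 60%, with over 100 cells counted and total cytoplasm intensity under 500,000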;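 further: U2OS cells stably carrying GPR55 and arrestin-GFP stimulated by 5 µM LPI near EC80; imaged beta-arrestin-GFP aggregate spots per cell after agonist stimulation; plate controls were LPI-stimulated DMSO wells for no effect and DMSO wells without LPI for full effect; some results filed as inactive read as strong as hits; confirmed hits need IC50 under 10 µM and bright autofluorescent wells are also inconclusive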
# HEK293 NOD2/NF-kB: NOD2 signaling inhibitors, cell-based, luminescence, uHTS, HEK293 (AID 1566). actives 0.63% (n = 290,000). inhibition, % at 4 µM; hits with a dose series show EC50 in µM. HEK293 NOD2/NF-kB luciferase reporter, luminescence; higher % means a stronger effect; further: many of its hits are not listed in these tables
# Myeloid diff MLP: myeloid differentiation induction; ER-HoxA9 myeloid progenitors, lysozyme-GFP differentiation, flow cytometry; calls only at 10 µM; actives 1% (n = 360,000);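 active means normalized GFP-positive differentiation at or above the plate's own cutoff, the solvent-only control mean plus 3 SD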;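 further: cells exposed to compound for four days before flow analysis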
# T cell HTS: modulates CD8 T cell binding to vesicles; 2C CD8+ T cell-vesicle binding, flow cytometry; stronger effect = lower value; calls only at 7 µM; actives 0.068% (n = 330,000);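 active means response, share of CD8 T cells binding vesicles, and their 90th percentile fluorescence all below set limits, cut at about 80% in these data, passing the limit was not always enough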
#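 Benchmarks: naked versus QL9-loaded vesicles / Assay system: purified 2C TCR transgenic mouse naive CD8+ T cells / Technique: high-throughput flow cytometry with anti-B7-1 and anti-CD8 staining / Timing: Cell–vesicle co-incubation 1.5 h at 37 °C, staining 20 min on ice / Read-out: percent CD8+ FL2 mean versus row control / Probe or stimulus: QL9-loaded Drosophila micro-vesicles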
# KOR beta-arrestin-1: kappa opioid receptor activators – cell-based, luminescence, uHTS, primary screen (AID 1777) | actives 0.02% (n = 280,000) | KOR beta-arrestin recruitment, luminescence; higher % means a stronger effect | one-dose activation, % at 10 µM; EC50 in µM for titrated hits; in the data active means activation above about 50%, passing the limit was not always enough; further: a part of the inactive calls stands beside numbers as strong as those of hits
# KOR beta-arrestin-2: KOR antagonists, beta-arrestin recruitment, cell-based, luminescence, uHTS (AID 1778) | actives 0.091% (n = 290,000) | KOR beta-arrestin recruitment, luminescence, antagonist mode; higher % means a stronger effect | inhibition, % at 10 µM; hits with a dose series show IC50 in µM; further: strong numbers were not always called active
# T cell HTS vesicle-bound %: recorded beside T cell HTS, whose call it bears; double positive events, %; measured here: CD8+ vesicle-bound cell fraction;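 binding gate set so that unloaded-vesicle control wells show 10% double positive cells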
# NTR1 ag cell count 20 µM: also measured in NTR1 ag; calls as there; cell count; measured here: cell count, cytotoxicity flag
# Myeloid diff MLP GFP+ MAC1+ %: also measured in Myeloid diff MLP; calls as there; GFP+ MAC1+ double positive, %; measured here: differentiation confirmed by MAC1 staining
# Numbers without * were called inactive; i = inactive; / = no result given; + = active, no number; [ ] = another dose, or the depositor's remark. Unless noted, no stated cut-off is given here; in the data, active means inhibition above about 50%; inactive means the rest.
SMILES,NTR1 ag,NTR1 ag cell count 20 µM,NOD1 inhibition,GPR55 activation,GPR55 antagonists,HEK293 NOD2/NF-kB,Myeloid diff MLP,Myeloid diff MLP GFP+ MAC1+ %,T cell HTS,T cell HTS vesicle-bound %,KOR beta-arrestin-1,KOR beta-arrestin-2
Cc1ccccc1NC(=O)Cn1c(=O)n(-c2ccc(CC(=O)NCC3CCCO3)cc2)c(=O)c2ccccc21 (configuration not stated),0.0,60,-20%,-0.5%,-8%,18%,i,0.8,i,41,-3.4%,-2%
COc1cccc(OC)c1C(=O)Oc1ccc2c(c1)O/C(=C\c1ccncc1)C2=O,52*,59*,44%,0.6%,4%,2%,i,0.9,i,28,16%,-60%
COc1ccc(NC(=O)CSc2nnc(Cn3c(=O)sc4ccccc43)n2C)cc1OC,-0.8,46,-33%,-0.1%,0%,19%,i,3.3,i,61,7.9%,36%
COC(=O)c1sccc1NC(=O)c1sccc1C,-2.3,68,-14%,0.2%,-3%,8%,i,0.5,i,15,-8.8%,5%
COc1ccccc1NC(=O)Cn1c2ccccc2c2nc3n(c(=O)c21)CCS3,0.1,53,-6%,0.2%,0%,-15%,+,2.5*,i,34,-1.7%,4%
COc1ccc(N(CC(=O)N/N=C/c2ccc3c(c2)OCO3)S(=O)(=O)c2ccccc2)cc1,2.7,77,28%,-0.3%,14%,-12%,/,/,i,59,2.0%,-5%
O=C(O)c1cc(-c2cc3ccccc3o2)nn1-c1ccccc1,-0.7,37,-29%,-0.4%,-1%,5%,i,1.4,i,61,1.5%,-6%
O=C(N1CCOCC1)N1c2ccccc2Sc2ccccc21,0.4,54,-14%,0.0%,20%,4%,i,6.7,i,42,2.1%,11%
Cc1cc(C)c(NC(=O)C2CCN(C(=O)c3ccco3)CC2)c(C)c1,-0.1,23,-38%,-0.1%,-9%,-10%,i,0.2,i,29,1.8%,-19%
CCOc1ccc(C2CC(c3cccc(C)c3)n3ncnc3N2)cc1 (configuration not stated),-2.8,59,0%,-0.1%,-3%,-32%,i,1.4,i,59,-4.0%,-43%
CCCCS(=O)(=O)N1CN(S(=O)(=O)CCCC)C2NC(=O)NC21 (configuration not stated),0.2,97,18%,0.2%,14%,1%,i,1.9,i,14,0.1%,-45%
Cc1nnc(NC(=O)CSc2nc3c(c(=O)n2CCc2ccccc2)SC(C)C3)s1 (configuration not stated),11,75,-14%,-0.1%,-5%,22%,i,0.6,i,26,5.8%,2%
COc1cccc(OCCCn2ccnc2)c1,0.5,75,-13%,-0.2%,-7%,1%,i,0.5,i,35,2.9%,-7%
CCOc1ccccc1N(CC(=O)N(C)Cc1ccccc1)S(=O)(=O)c1ccccc1,-0.7,51,-31%,-0.2%,11%,-1%,i,0.7,i,11,5.5%,-3%
O=C(O)c1ccccc1/C=N/NC(=O)C1CCCCC1,-1.4,63,-12%,0.3%,8%,-4%,i,0.2,i,8,3.0%,5%
COCCCNC(=O)CSc1nc2ccccc2c(=O)n1CCCC(=O)NCC1CCCO1 (configuration not stated),-1.3,84,0%,-0.1%,5%,6%,i,0.6,i,24,-1.1%,-1%
N#CC1=C(N)Oc2cc(O)ccc2C1C1CCCCC1 (configuration not stated),3.3,51,37%,0.3%,-6%,24%,i,1.0,i,45,-4.2%,-3%
O=C(CN(Cc1ccco1)C(=O)CNS(=O)(=O)c1ccccc1)NC1CCCCC1,/,/,-12%,-0.2%,4%,11%,i,1.2,/,/,4.1%,13%
COc1cc(C(=O)NC(=S)Nc2ccc3c(c2)C(=O)N(C)C3=O)cc(OC)c1OC,3.0,55,-15%,-0.5%,-4%,-2%,i,0.6,i,43,18%,14%
CC(/C=N/NC(=O)Cn1cnc2ccccc21)=C\c1ccccc1,-0.1,90,21%,-0.5%,-4%,15%,i,0.5,i,61,/,/
COc1ccc(/C=C2\OC(=O)c3c(OC)cccc32)cc1OC,0.9,52,3%,0.0%,3%,-109%,i,1.5,i,48,-2.3%,6%
Cc1ccc2cccc(S(=O)(=O)NC3CCS(=O)(=O)C3)c2n1 (configuration not stated),-0.5,59,-23%,-0.2%,6%,5%,i,6.0,i,34,1.8%,-2%
COc1ccc(CNC(=O)CCCC2=NS(=O)(=O)c3ccccc3N2)cc1,-0.4,66,22%,-0.1%,-19%,-12%,i,4.7,i,13,4.8%,-49%
CCNC(=O)N1C(=O)C2(OCCO2)c2cc(Br)ccc21,-1.4,88,3%,0.2%,7%,-5%,i,0.6,i,20,14%,11%
Brc1ccc(C2=Nn3c(nnc3-c3n[nH]c4c3CCC4)SC2)cc1,5.0,69,-33%,-0.1%,-4%,-3%,i,0.0,i,56,-4.5%,-60%
COc1cc2c(=O)n(CC3CCCO3)c(=O)n(CC(=O)Nc3ccccc3)c2cc1OC (configuration not stated),0.8,64,12%,0.3%,7%,-8%,i,2.9,i,44,-8.4%,-10%[20 µM]
CC(C)C(=O)Nc1ccc2c(c1)nc(CCN1CCN(c3ccccn3)CC1)n2C,-0.4,75,-8%,0.5%,8%,11%,i,0.2,i,27,-2.1%,-9%
COc1cc(Br)ccc1C1CC(=O)C(C)C(c2ccc(Br)cc2OC)N1 (configuration not stated),2.4,109,16%,-0.1%,3%,-38%,i,0.9,i,50,6.6%,43%
CCCn1c(-c2ccc(C(=O)OC)cc2)nc2c1c(=O)[nH]c(=O)n2Cc1ccccc1,3.1,82,-28%,0.2%,2%,8%,i,0.5,i,56,0.7%,-23%
O=[N+]([O-])c1ccc2nnn(O)c2c1,0.3,43,-26%,-0.2%,-5%,14%,i,0.4,i,37,1.5%,-18%
CCCn1nc(NC(=O)C(C)C)c2cc3cc(OC)ccc3nc21,-1.3,96,-15%,0.0%,-1%,-4%,i,0.6,i,7,3.3%,-6%
O=C(COc1cccc2c1CCN(Cc1ccccc1F)C2=O)N1CCOCC1,1.7,65,-42%,-0.1%,10%,5%,/,/,i,44,-7.2%,-14%
O=C(CN(C(=O)Cn1nnc(-c2ccccc2F)n1)c1cnc2ccccc2c1)NCC1CCCO1 (configuration not stated),1.8,48,10%,0.4%,6%,-4%,i,1.0,i,28,1.1%,-12%
O=C(COc1cccnc1[N+](=O)[O-])NCCc1ccc(Cl)cc1Cl,0.6,67,-54%,0.0%,1%,10%,i,0.5,i,11,-4.9%,-9%
N=c1oc2ccccc2cc1-c1nc(-c2ccc(Cl)cc2)cs1,8.7,77,1%,0.3%,0%,4%,i,1.4,i,65,-0.9%,10%
CC(=O)c1ccc(N2CCN(C3CCC(C(C)(C)C)CC3)CC2)cc1 (configuration not stated),0.8,67,-26%,-0.1%,9%,-26%,i,0.4,i,68,-3.7%,6%
O=C(Cc1ccccc1)Nc1ccccc1CO,-2.5,54,-7%,0.0%,2%,10%,i,0.2,i,50,-1.7%,-25%
Clc1ccc(SCc2cc(-c3ccccc3)on2)cc1,0.8,45,-22%,0.1%,-4%,-5%,i,0.7,i,22,-1.1%,-7%
Cc1nn(-c2ccccc2)c(Cl)c1/C=N/NC(=O)c1ccc(CNc2ccccc2)o1,1.1,54,7%,-0.3%,17%,-35%,i,0.5,i,34,0.0%,-2%
CCCn1c(=O)c(C(=O)NCc2ccc(OC)c(OC)c2)c(O)c2ccccc21,5.7,50,7%,-0.3%,-4%,15%,i,0.7,i,17,-2.5%,-8%

# Copied from the listing for reference:
SMILES,NTR1 ag,NTR1 ag cell count 20 µM,NOD1 inhibition,GPR55 activation,GPR55 antagonists,HEK293 NOD2/NF-kB,Myeloid diff MLP,Myeloid diff MLP GFP+ MAC1+ %,T cell HTS,T cell HTS vesicle-bound %,KOR beta-arrestin-1,KOR beta-arrestin-2
CCCn1nc(NC(=O)C(C)C)c2cc3cc(OC)ccc3nc21,-1.3,96,-15%,0.0%,-1%,-4%,i,0.6,i,7,3.3%,-6%
O=C(COc1cccc2c1CCN(Cc1ccccc1F)C2=O)N1CCOCC1,1.7,65,-42%,-0.1%,10%,5%,/,/,i,44,-7.2%,-14%

# Later entries.
SMILES,NTR1 ag,NTR1 ag cell count 20 µM,NOD1 inhibition,GPR55 activation,GPR55 antagonists,HEK293 NOD2/NF-kB,Myeloid diff MLP,Myeloid diff MLP GFP+ MAC1+ %,T cell HTS,T cell HTS vesicle-bound %,KOR beta-arrestin-1,KOR beta-arrestin-2
CCOC(=O)N1CCN(S(=O)(=O)c2cc(Br)cc3c2N(C(=O)CC)CC3)CC1,0.7,79,/,0.0%,13%,2%,i,0.6,i,67,6.8%,17%
O=S(=O)(c1ccc2c(c1)OCCO2)N1CCC(O)(c2ccc(Cl)cc2)CC1,1.0,73,20%,-0.1%,0%,32%,i,0.7,i,42,-0.9%,10%
Cc1cc(C)cc(-n2c(C)cc(C=C(C#N)C#N)c2C)c1,0.9,77,9%,0.0%,-5%,22%,i,0.2,i,17,0.9%,27%
COc1ccc(-c2nc(CS(=O)CC(=O)NC3CCCC3)c(C)o2)cc1OC (configuration not stated),1.1,62,-14%,-0.2%,-11%,10%,i,0.0,i,16,-0.6%,-5%
Cc1ccc(S(=O)(=O)c2nc(-c3ccco3)oc2SCC(N)=O)cc1,3.6,52,-23%,0.3%,-1%,5%,i,0.4,i,37,-3.7%,-9%
Cc1ccccc1NC(=O)CN1CCC(C(=O)c2ccc3c(c2)OCCO3)CC1,1.8,42,-17%,0.2%,2%,30%,i,1.2,i,22,-6.6%,-19%
Cc1cc(C)n(CC(O)Cn2cnc3c2c(=O)n(C)c(=O)n3C)n1 (configuration not stated),-1.7,76,-9%,0.3%,12%,18%,i,0.6,i,38,-0.4%,24%
CCn1c(SCC(=O)Nc2nccs2)nnc1-c1ccc(S(=O)(=O)N2CCCCC2)cc1,0.3,83,11%,-0.2%,-5%,13%,i,0.6,i,52,0.5%,-4%
Cc1ccc(S(=O)(=O)N(C)CCCC(=O)N2CCCCC2)cc1,0.0,56,-12%,0.6%,1%,11%,i,0.3,i,55,-7.2%,-20%[20 µM]
CCC(=O)NCCn1ccc2ccccc21,-1.2,90,-10%,-0.3%,-6%,8%,i,1.1,i,17,-0.8%,21%
CCn1c2ccccc2c2cc(NC(=O)CSc3nccc(=O)[nH]3)ccc21,-0.6,49,-24%,-0.3%,0%,16%,i,0.5,i,40,-0.7%,-23%
O=C(CCC(=O)OCC(=O)c1ccccc1)NC1CCCCC1,-0.1,46,-7%,-0.1%,12%,14%,i,4.5,i,25,9.1%,-6%
C=CCn1cnc2c(c1=O)c1nc3ccccc3nc1n2/N=C/c1cccc(OC)c1OC,9.4,55,-8%,-0.2%,-7%,13%,i,1.1,i,22,4.8%,-79%

# Only part of the results is shown; the hit share may differ from the screen's.
